Screening data as filed in PubChem BioAssay.
Anthrax LF inh2: blocks Bacillus anthracis lethal factor protease | multiplex microsphere protease cleavage assay, LF | inhibition, % at 10 µM | actives 0.12% (n = 360,000) | AID 588501; in the data active means inhibition above about 30%; further: plate controls were buffer without enzyme for full effect and enzyme alone for no effect
Rv3671c protease: inhibits the M. tuberculosis serine protease Rv3671c. P9WHR9. inhibition, % at 5.96 µM. actives 0.048% (n = 320,000). AID 2606; in the data active means inhibition above about 38%;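 further: extracellular domain of Rv3671c used as enzyme; 0% = enzyme with DMSO and 100% = no enzyme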
MazEF act: increases E. coli MazEF RNase cleavage of RNA. FAM/BHQ RNA-DNA oligo cleavage fluorescence, 5 h. activation, % at 20 µM. actives 0.32% (n = 350,000). P0AE70; in the data active means activation above about 50%
PfHsp40 rescue: restores yeast growth despite PfHsp40 toxicity; S. cerevisiae expressing PfHsp40, growth rescue, ATP luminescence; AID 504582; actives 0.68% (n = 340,000); growth rescue, % at 12.5 µM; in the data active means growth rescue above about 28%, passing the limit was not always enough;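 further: yeast W303a lacking pdr1 and pdr3 grown in galactose medium; growth measured after three days at 30 °C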
SARS 3CLpro inh: SARS-CoV 3CLpro protease inhibition; recombinant SARS-CoV 3CLpro, quenched FRET peptide cleavage; P0C6X7; actives 0.14% (n = 290,000); inhibition, % at 6 µM; in the data active means inhibition above about 12%
PriA SSB inh: inhibitors of Klebsiella pneumoniae PriA binding to SSB C-terminal tail | AlphaScreen SSBct-PriA binding, biotinylated peptide | inhibition, % at 33 µM | actives 0.6% (n = 430,000); in the data active means inhibition mostly above about 37%, no sharp cut-off; inactive means mostly below about 20%;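 further: plate controls were negative control peptide for no effect and reference peptide for full effect; strong numbers were not always called active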
DUSP3 inh: blocks human VHR1 dual specificity phosphatase. inhibition, % at 13.3 µM. P51452. AID 1654. recombinant VHR phosphatase, pNPP absorbance. actives 0.52% (n = 290,000); in the data active means inhibition above about 50%; further: some compounds called inactive have numbers as strong as hits
BH1578 lux ind: quorum light induction in luxS cqsA deficient V. cholerae; V. cholerae BH1578 lux reporter, luminescence, 6 h; activation, % at 18.7 µM; actives 0.16% (n = 350,000); AID 588436; in the data active means activation mostly above about 9.7%, no sharp cut-off; further: not every result past the cut was called active; inactives centre near 0; reference of the scale not given here
Y pestis TopoI: blocks Yersinia pestis topoisomerase I activity; Y. pestis Topo-I cleavage product accumulation, plate reader; activity, % at 10 µM; actives 0.064% (n = 360,000); AID 504884; in the data active means activity above about 50%, passing the limit was not always enough; further: inactives centre near 2
TcdB inh: inhibitors of Clostridioides difficile toxin B glycohydrolase | P18177 | TcdB glycohydrolase enzymatic assay, plate reader | inhibition, % at 9.99 µM | actives 0.24% (n = 350,000) | AID 652162; in the data active means inhibition above about 10%
The depositor's hits bear a star; i = inactive; . = no result given.

SMILES	Anthrax LF inh2	Rv3671c protease	MazEF act	PfHsp40 rescue	SARS 3CLpro inh	PriA SSB inh	DUSP3 inh	BH1578 lux ind	Y pestis TopoI	TcdB inh
CCCOc1c(Br)cc(C(=O)OCc2cc(=O)n3ccsc3n2)cc1OC	-2	.	31	-0.6	.	-5	.	-0.3	12	0.5
O=C(NCc1ccco1)C1OCCc2ccccc21 (stereo unspecified)	-1	-9	-3	0.0	1	1	17	i	2	.
CCOc1ccc(NC(=O)CCc2nnc3ccc(N4CCC5(CC4)OCCO5)nn23)cc1	2	-2	6	-1.9	1	5	17	-0.2	20	-1.3
CCOC(=O)C1=C(COC(=O)COc2cccc(C)c2C)NC(=O)NC1C (stereo unspecified)	-8	5	5	-0.5	.	2	.	-1.2	13	-0.8
CCc1ccc(CN(C)C(=O)CCc2nnc(COc3ccccc3)o2)cc1	-1	7	3	-0.7	5	-5	3	0.0	12	1.3
Cc1cccc(CSCc2ccc(C(=O)O)o2)c1	-2	1	6	0.0	2	-13	24	i	11	-0.3
Cc1ccc(C)n1-n1c(C)nc2scc(-c3cccs3)c2c1=O	3	-7	2	-1.4	3	24	15	.	-2	.
CCCN(CCC)CC(O)CN1C(=O)N(CN2C(=O)N(CC(O)CN(CCC)CCC)C(=O)C2(C)C)C(C)(C)C1=O (stereo unspecified)	-2	7	16	0.0	3	-11	4	-0.5	6	0.1
Cc1cccc(NC(=O)N2CCC(NC(=O)C3CCCCC3)CC2)c1	-9	4	-2	1.0	-5	-3	44	-2.2	4	0.7
Cc1ccc(NC(=O)c2ccc(Nc3ccccc3F)nc2)cc1	-1	-6	21	1.0	3	-2	2	i	-5	-3.3
CCOc1cc(C)c(Cl)cc1S(=O)(=O)NCc1ccco1	0	-8	6	-0.5	-1	-14	18	1.1	3	.
COCc1cc(C)nc(OCC(=O)N/N=C/c2ccco2)c1C#N	-2	-4	1	1.2	-1	.	-2	-0.3	-10	.

Exported as labelled records: entries from further up
O=C(NCc1ccco1)C1OCCc2ccccc21 (stereo unspecified)
  Anthrax LF inh2 = -1
  Rv3671c protease = -9
  MazEF act = -3
  PfHsp40 rescue = 0.0
  SARS 3CLpro inh = 1
  PriA SSB inh = 1
  DUSP3 inh = 17
  BH1578 lux ind = i
  Y pestis TopoI = 2
  TcdB inh = .
CCCN(CCC)CC(O)CN1C(=O)N(CN2C(=O)N(CC(O)CN(CCC)CCC)C(=O)C2(C)C)C(C)(C)C1=O (stereo unspecified)
  Anthrax LF inh2 = -2
  Rv3671c protease = 7
  MazEF act = 16
  PfHsp40 rescue = 0.0
  SARS 3CLpro inh = 3
  PriA SSB inh = -11
  DUSP3 inh = 4
  BH1578 lux ind = -0.5
  Y pestis TopoI = 6
  TcdB inh = 0.1
CCOc1cc(C)c(Cl)cc1S(=O)(=O)NCc1ccco1
  Anthrax LF inh2 = 0
  Rv3671c protease = -8
  MazEF act = 6
  PfHsp40 rescue = -0.5
  SARS 3CLpro inh = -1
  PriA SSB inh = -14
  DUSP3 inh = 18
  BH1578 lux ind = 1.1
  Y pestis TopoI = 3
  TcdB inh = .
CCOC(=O)C1=C(COC(=O)COc2cccc(C)c2C)NC(=O)NC1C (stereo unspecified)
  Anthrax LF inh2 = -8
  Rv3671c protease = 5
  MazEF act = 5
  PfHsp40 rescue = -0.5
  SARS 3CLpro inh = .
  PriA SSB inh = 2
  DUSP3 inh = .
  BH1578 lux ind = -1.2
  Y pestis TopoI = 13
  TcdB inh = -0.8

Further compounds.
SMILES	Anthrax LF inh2	Rv3671c protease	MazEF act	PfHsp40 rescue	SARS 3CLpro inh	PriA SSB inh	DUSP3 inh	BH1578 lux ind	Y pestis TopoI	TcdB inh
CCOC(=O)C1=C(SCC(=O)Nc2ccccc2)NC(=O)C(C#N)C12CCCCC2 (stereo unspecified)	-4	2	4	2.0	5	-4	2	.	3	.
Cc1ccc(C(O)(CNCc2ccccc2)c2ccccc2)cc1 (stereo unspecified)	-8	.	-4	0.8	-2	-4	9	i	2	0.7
O=C(Nc1ccccc1N1CCCC1)c1ccc2c(c1)OCO2	-4	-9	6	1.6	3	-3	-1	-2.5	8	.
C/C(=N\NC(=O)c1ccc2c(c1)OCO2)c1ccc(O)cc1	-1	-4	6	0.2	-1	.	5	-0.4	-8	0.3
C/C(=N\OC(=O)c1ccc(OC(C)C)cc1)c1ccc(C)c(C)c1	-4	-3	-1	1.7	2	.	-13	-0.3	45	.
O=S(=O)(c1cc(Cl)ccc1Cl)N1CCNCC1	-2	-2	0	0.7	7	-14	33	i	3	.
c1cncc(-c2ccc3ncnc(NCc4cccs4)c3c2)c1	2	0	7	0.5	.	0	.	i	-3	0.3
Cc1ccc(C(=O)N/C(=C\c2ccco2)C(=O)N2CC(C)OC(C)C2)cc1C (stereo unspecified)	0	.	-2	1.6	0	10	6	0.8	4	0.9
O=C(OCC(=O)N1CCN(C(=O)c2ccco2)CC1)c1ccc(S(=O)(=O)N2CCCCC2)cc1	-4	1	1	-1.5	2	-7	2	4.2	10	.
COc1ccc(CC(NC(C)=O)C(=O)NC2CCN(S(=O)(=O)c3ccccc3)CC2)c(OC)c1 (stereo unspecified)	-2	4	-28	-0.8	1	-8	2	-0.4	3	4.2
CCC1CCCCN1C(=O)CSc1nnc(-c2c[nH]c3ccccc23)o1 (stereo unspecified)	-3	-14	-15	1.9	5	3	13	-5.0	10	.
CCCn1cc(NC(=O)c2cc(-c3ccccc3)on2)cn1	4	-12	-1	3.7	3	-7	4	-0.4	-4	.
C=CCn1c(C)cc(C(=O)Cn2nc(C(=O)O)c3ccccc3c2=O)c1C	-5	-11	3	0.2	1	5	18	-0.3	10	1.0
COc1ccc(C(=O)Nc2c3c(nn2C(C)(C)C)CS(=O)(=O)C3)cc1OC	1	10	4	0.7	8	-1	10	-0.2	1	-1.4
CCC(C)c1ccccc1NC(=O)COC(=O)c1ccc(N2CCCC2)c([N+](=O)[O-])c1 (stereo unspecified)	-2	-15	2	-0.2	-3	-3	26	14	0	0.2
CCCCC(=O)Nc1nc2ccc(C(=O)OC)cc2s1	-1	7	-1	0.3	-5	-12	24	i	-4	0.6
Cc1nn2cc(-c3ccc(Cl)cc3)cnc2c1Cl	2	1	0	-0.5	4	-8	17	-0.5	2	1.4
c1cc2c(cc1CN1CCNCC1)OCO2	-9	-4	3	1.5	0	-5	16	i	1	.
COc1ccccc1N(CC(=O)NC1CCCC1)S(=O)(=O)c1ccc(C)cc1	-4	0	3	-0.6	5	-8	17	-0.5	23	0.6
O=[N+]([O-])c1cccc(N(CC(O)CN2CCCCC2)S(=O)(=O)c2ccccc2)c1 (stereo unspecified)	8	0	2	-1.2	-7	-5	30	-1.2	-5	0.6
Cc1nn(-c2ccc(F)cc2)c(Cl)c1C(=O)NCC1CCCO1 (stereo unspecified)	-11	-1	2	-0.9	.	-11	.	-0.7	-2	0.4
CC(=O)Oc1ccc(-c2cccc(C(=O)NCCCO)c2)cc1	-2	4	4	0.9	0	-9	-1	-0.2	-9	.
CCc1c(C)sc2nc3c(C(=O)N4CCOCC4)cc(C(=O)c4ccccc4O)cn3c(=O)c12	14	-10	2	-0.3	5	-4	26	-0.3	-8	0.5
COc1ccc(CCNC(=O)CNCC(c2ccccc2)N(C)C)cc1OC (stereo unspecified)	4	3	7	2.1	4	-16	21	1.7	-3	0.1
CCN1C(=O)/C(=C2\SC(=S)N(NC(=O)c3ccccc3O)C2=O)c2ccccc21	-7	17	0	-0.1	-3	0	2	i	-19	0.6
CC1(C)Oc2ccc(C(=O)NC3CCCC3)cc2N(CC(=O)N2CCOCC2)C1=O	-11	-2	8	-1.5	-1	-18	21	-0.3	-11	.
CN(C)c1ccc(CC(=O)N2CCCCC2c2cc(C(=O)Nc3cccc4c3CCCC4)no2)cc1 (stereo unspecified)	-8	.	.	.	.	.	.	-4.5	17	-0.1
Cc1ccc(CSc2ncccc2C(=O)O)cc1	-3	7	4	-0.4	2	-5	21	-0.3	-4	.
O=C(CSCCc1ccccn1)Nc1cccnc1	-6	-7	3	-1.6	1	-16	14	-1.4	9	.
COC(=O)CCc1sc(Nc2ccc(Br)cc2)nc1-c1ccc(OC)cc1	-5	2	2	-0.4	6	2	21	-0.1	4	0.7
CCOc1ccccc1CN1CCC(n2nccc2NC(=O)C2CCCC2)CC1	0	4	7	-0.5	1	5	66	i	2	2.6
Cc1ccc(C2CC(C(F)(F)F)n3nc(C(=O)NCCN4CCOCC4)cc3N2)cc1 (stereo unspecified)	-1	-10	4	-1.2	-3	-7	19	-0.3	-2	.
C/C(=N\NC(=O)c1cccc(C)c1)c1cccc(NC(=O)c2ccco2)c1	2	-7	0	0.1	0	.	9	-3.7	-6	.
O=C(c1ccc(F)cc1)N1C2CCC1CC(O)(c1ccc(F)cc1)C2 (stereo unspecified)	-1	-2	4	-0.9	2	6	3	-2.9	0	.
COc1ccccc1C(=O)NCCC(=O)NNC(=O)c1ccccc1O	1	4	7	0.5	.	-11	.	0.8	12	-1.5
CCOCCCNC(=O)CCCOc1ccccc1	4	1	7	0.5	0	3	10	i	-2	.
Cc1ccc(NC(=O)c2ccc(OC(=O)COc3ccc(Cl)cc3C)cc2)cc1	1	-3	4	-1.0	4	8	16	2.3	1	-0.3
Cc1cnnn1-c1cccc([N+](=O)[O-])c1	0	6	7	-0.2	0	-15	15	-0.3	6	0.3
CCOc1ccc(-n2nc3c(=O)[nH]nc(C)c3c2C)cc1	-4	-9	5	-0.9	6	-14	-7	-0.7	-4	.
CC1CC(C)CN(CCOCCSc2ccc(Cl)cc2)C1 (stereo unspecified)	-5	-10	-1	-1.2	2	-10	-12	-0.2	9	-0.4
O=C(NC1CCCCC1)c1cccc(Cn2cc(Cl)cn2)c1	3	-5	5	0.5	2	-18	-20	.	8	.
CC(=O)Nc1ccc(Oc2ccc3c(c2)C(=O)NC3=O)cc1	30*	2	8	0.6	8	-6	-4	0.2	3	-1.0
CCOC(=O)Cc1csc(NC(=O)C2C3C=CC(C3)C2C(=O)O)n1 (stereo unspecified)	-6	-5	8	-1.6	3	-3	18	-0.4	2	.
COc1ccc(N/C=C/C(=O)c2ccc(Oc3ncccn3)cc2)cc1	-5	-2	2	-1.4	3	-19	10	6.2	6	.
O=S(=O)(c1ccsc1)N1CC=C(c2ccccc2)CC1	0	-9	6	0.5	2	-34	5	-0.3	22	0.2
COC(=O)CC(c1ccccc1F)N1Cc2ccccc2C1=O (stereo unspecified)	-7	-13	3	.	0	11	.	-0.9	4	-1.0
CCN(C(=O)CSc1n[nH]c(-c2cccs2)n1)C1CCS(=O)(=O)C1 (stereo unspecified)	-2	5	1	-0.9	-4	-8	25	-0.4	-2	1.6
CCn1c(C)nc2cc(C(=O)NNC(=S)Nc3ccc(C)cc3)ccc21	-3	-3	7	0.3	0	-2	11	-0.6	3	-1.4
CCOc1ccc(-c2nc(CSCC(=O)NCc3ccco3)c(C)o2)cc1	-5	1	-4	-0.6	5	13	-11	-0.3	24	.
CCC(C)NC(=O)CSc1nc2ccccc2c(=O)n1Cc1ccc(OC)cc1 (stereo unspecified)	-6	-12	-3	0.5	0	-8	4	-0.3	-8	.
CC(C)(C)OC(=O)N/N=C/c1ccc(C(=O)O)cc1	0	-6	0	-0.2	4	.	-5	-0.3	-3	.
COc1ccc(C2/C(=C(/O)c3ccccc3)C(=O)C(=O)N2CO)cc1 (stereo unspecified)	-3	7	14	-1.1	-1	.	25	-0.5	2	.
CC(Cc1cccnc1)NC(=O)c1cc(COc2c(F)cccc2F)on1 (stereo unspecified)	-3	5	3	-0.4	1	-6	-9	i	-7	0.2
CCOc1ccc(S(=O)(=O)N2CCC(C(=O)OC(C)C(=O)N3CCOCC3)CC2)cc1 (stereo unspecified)	4	2	0	4.0	.	-8	.	i	-10	0.6
COc1cccc(N2CCN(CC(=O)NC(=O)NC3CCCCC3)CC2)c1	-1	.	2	-1.1	.	-2	.	-1.0	12	1.2
CC1CN(S(=O)(=O)c2cccc(C(=O)N3CCC(C(N)=O)CC3)c2)CC(C)O1 (stereo unspecified)	-9	4	0	0.1	.	-20	.	i	-4	-0.6
NC(=O)COc1cccc2cccnc12	-11	1	0	-0.4	1	5	29	1.4	2	0.2

Some of the compounds tested; the hit share may differ from the screen's.
